# MEKK3 PB1 HTS – modulators (inhibitors or enhancers) of MEK5 binding to human MEKK3 PB1 domain. Q99759. bead-based flow cytometry, Alexa488-MEK5 binding to MEKK3; actives lie on both sides; 0 = blocked by unlabeled MEK5, 100 = vehicle. binding response (% of control), % at 10 µM. hit rate 1.4% among 290,000. AID 1529;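 active = binding response more than 3 SD above or below the average of its plate-row segment, actives on both sides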;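 also: Alexa488 bead fluorescence after subtracting the streptavidin-only scavenger bead signal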
# Target sequence (Q99759 whole entry, looked up, the tested form may be a part): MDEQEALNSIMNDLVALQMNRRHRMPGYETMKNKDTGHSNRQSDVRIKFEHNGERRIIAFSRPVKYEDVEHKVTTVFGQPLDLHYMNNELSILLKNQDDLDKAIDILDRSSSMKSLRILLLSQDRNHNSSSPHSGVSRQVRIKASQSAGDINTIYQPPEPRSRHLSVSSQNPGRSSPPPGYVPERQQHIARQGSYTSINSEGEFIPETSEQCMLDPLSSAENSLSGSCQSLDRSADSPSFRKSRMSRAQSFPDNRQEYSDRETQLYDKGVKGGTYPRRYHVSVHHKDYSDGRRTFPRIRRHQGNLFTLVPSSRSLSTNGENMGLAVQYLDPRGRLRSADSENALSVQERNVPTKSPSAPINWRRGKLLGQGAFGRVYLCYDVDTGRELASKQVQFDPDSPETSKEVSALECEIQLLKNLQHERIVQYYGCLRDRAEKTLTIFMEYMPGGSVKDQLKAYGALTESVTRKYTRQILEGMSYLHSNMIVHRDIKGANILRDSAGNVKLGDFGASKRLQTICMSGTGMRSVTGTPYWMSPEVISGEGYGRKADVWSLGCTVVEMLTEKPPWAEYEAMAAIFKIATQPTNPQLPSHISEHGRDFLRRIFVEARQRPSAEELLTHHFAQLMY
# FID counter – displaces DNA intercalator in HCV helicase counter-screen. AID 1845. DNA fluorescent intercalator displacement, fluorescence. inhibition, % at 7.9 µM. hit rate 0.17% among 290,000; in the data active = inhibition above about 37%;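 also: 0% = vehicle and 100% = reference compound; higher means more ethidium bromide displaced from hairpin DNA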
# HCV NS3 hel inh – HCV NS3 helicase inhibition; NS3 helicase DNA unwinding, Cy5 molecular beacon fluorescence; inhibition, % at 10.9 µM; hit rate 0.56% among 290,000;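 active = inhibition above the mean of all tested compounds plus 3 SD, set per campaign, cut at about 35% in these data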;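 also: 0% = DMSO wells and 100% = thioflavine S control wells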
#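 Control set: DMSO versus 110 µM thioflavine S; Material: NS3 helicase fragment of HCV; Measured by: Cy5 fluorescence at 0 and 60 min, beacon hairpin quenching; Read-out basis: percent inhibition from t60/t0 fluorescence ratio; Times: reaction time 60 min, 25 °C; Repeats: single replicate; Compound dosing: single dose, 10.9 µM nominal final, DMSO 0.8% final.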
# IMP-1 inhibitor – blocks Pseudomonas aeruginosa IMP-1 metallo-beta-lactamase; purified IMP-1, nitrocefin hydrolysis, epi-absorbance fluorescence; inhibition, % at 5.6 µM; hit rate 0.45% among 290,000; AID 1556;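 active = inhibition above the mean plus 3 SD of all compounds in the same screening run, cut at about 4.5% in these data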;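 also: 0% = IMP-1 with DMSO and 100% = DMSO wells lacking enzyme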
#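 assay system = purified recombinant IMP-1 metallo-beta-lactamase enzyme | schedule = 15 min preincubation plus 25 min reaction at 25 °C | signal = Epi-absorbance fluorescence, 480 nm excitation, 530 nm emission | read-out basis = percent inhibition from optical density relative to buffer-blank wells | controls = IMP-1 with DMSO as 0%, enzyme-free DMSO as 100%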
# IDE act – activators of human insulin-degrading enzyme in cells; activation, % at 5.96 µM; HEK cells, FAbeta-B cleavage, fluorescence polarization; 0% vehicle, 100% cell-free pure enzyme wells; AID 493087; P14735; hit rate 0.073% among 340,000;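 active = activation above the mean of all tested compounds plus 3 SD, set per screening campaign, cut at about 17% in these data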
# p-CIP stab down – compounds decreasing mouse p/CIP protein stability. decrease of EGFP signal, % at 10 µM. hit rate 0.01% among 290,000. F442A p/CIP-EGFP cells, EGFP fluorescence, 16 h. Q05BA5;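 active = EGFP signal decrease of at least 30% at 10 µM or well 3 SD below plate mean, unless failing retest; inactive = the rest, including hits failing retest or dose response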; also: some compounds called inactive have numbers as strong as hits; many of its hits are not listed in these tables
# SUMO HTRF inh – SUMOylation inhibition; P63279; HTRF SUMOylation assay, SAE1/SAE2 + UBC9, in vitro; inhibition, % at 35 µM; hit rate 0.36% among 290,000; in the data active = inhibition above about 50%, passing the limit was not always enough; also: strong numbers were not always called active
# Target sequence (P63279 whole entry, looked up): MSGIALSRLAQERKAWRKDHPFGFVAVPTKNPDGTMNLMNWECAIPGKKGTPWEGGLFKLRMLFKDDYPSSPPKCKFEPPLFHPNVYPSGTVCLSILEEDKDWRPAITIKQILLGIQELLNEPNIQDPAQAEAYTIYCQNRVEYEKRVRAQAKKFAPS
# PHOSPHO1 inh – inhibitors of human PHOSPHO1 phosphatase | AID 1565 | recombinant PHOSPHO1, absorbance phosphatase assay | inhibition, % at 13.3 µM | hit rate 1.1% among 290,000; in the data active = inhibition above about 60%
# Target sequence (Q8TCT1 whole entry, looked up): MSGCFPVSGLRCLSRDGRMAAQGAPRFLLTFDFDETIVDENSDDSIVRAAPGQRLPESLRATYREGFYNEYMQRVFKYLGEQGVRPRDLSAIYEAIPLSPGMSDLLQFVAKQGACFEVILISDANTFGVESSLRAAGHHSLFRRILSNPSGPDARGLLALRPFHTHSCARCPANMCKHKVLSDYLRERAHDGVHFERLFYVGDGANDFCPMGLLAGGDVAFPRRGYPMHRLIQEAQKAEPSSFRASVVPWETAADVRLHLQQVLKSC
# VIM-2 inh – blocks Pseudomonas aeruginosa VIM-2 metallo-beta-lactamase. purified VIM-2, nitrocefin hydrolysis, epi-absorbance fluorescence. inhibition, % at 5.6 µM. hit rate 0.89% among 290,000;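 active = inhibition above the mean of all tested compounds plus 3 SD, cutoff set per screening run, cut at about 7.5% in these data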;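 also: red hydrolysis product quenches plate fluorescence so inhibitors raise well fluorescence; 0% = enzyme with DMSO and 100% = DMSO without enzyme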
# Starred values were filed as active, the others as inactive; . = no result given. This is a subset; rates above refer to the full screens.
SMILES,MEKK3 PB1 HTS,FID counter,HCV NS3 hel inh,IMP-1 inhibitor,IDE act,p-CIP stab down,SUMO HTRF inh,PHOSPHO1 inh,VIM-2 inh
O=C(NN=C1C2CC3CC1CC(Cl)(C3)C2)c1ccccn1,101.0,-15.3,-16.4,-11.4,2.7,1.3,11.5,-5.3,-3.7
Cc1nnsc1SCCNC(=O)Nc1ccc(Cl)cc1,105.0,-1.7,0.2,-1.9,-2.4,-12.5,-7.2,43.7,-2.5
COc1ccccc1N1CCN(C(=O)CN(c2ccccc2OC)S(=O)(=O)c2ccccc2)CC1,99.0,-37.5,-13.0,-3.6,0.5,-6.4,-0.5,1.3,-2.3
O=C(O)C1CC=CCC1C(=O)N1CCCC1 (stereo not given),96.0,-0.5,0.3,-3.5,0.6,-3.6,20.6,-2.2,0.3
O=C(CN1C(=O)/C(=C\c2cccc(Br)c2)Oc2ccccc21)NCC1CCCO1 (stereo not given),93.0,-12.3,0.8,-1.5,6.2,7.4,7.6,-9.0,-0.8
COc1ccc(CCNC(=O)CSc2ncnc3c2oc2ccccc23)cc1OC,83.0,-24.4,-6.5,1.6,1.6,-14.1,7.8,31.9,-1.7
O=S(=O)(c1cccc(-c2nnc3n2CCCCC3)c1)N1CCOCC1,83.0,-2.1,-7.5,-2.4,-10.0,-5.4,17.2,23.9,-1.2
CC(=O)Nc1ccc(NC(=S)NC(=O)c2ccc([N+](=O)[O-])cc2)cc1,92.0,-3.8,-5.5,-1.5,4.3,9.1,2.6,1.9,-0.5
CCO[C@H]1OC(C(=O)NC2CC2)=C[C@@H](c2c[nH]c3ccccc23)[C@@H]1CCCO,92.0,.,.,.,2.7,-3.8,19.3,0.1,.
CC1CN(C(=O)CCN2C(=O)c3ccccc3C2=O)CC(C)O1 (stereo not given),91.0,-1.6,3.5,-0.7,-1.3,-3.2,-4.0,3.4,0.6
COC(=O)c1ccsc1NC(=O)CN1CCN(Cc2ccc3c(c2)OCO3)CC1,99.0,-0.8,6.0,-2.2,-4.9,-1.9,-16.5,-13.6,-2.4
CNC(=S)NNC(=O)c1sccc1OCc1ccccc1,88.0,0.6,4.4,-2.2,-3.1,-0.7,-1.5,46.6,0.0
Cc1ccc(SCC(=O)NC(C)c2ccccc2)cc1 (stereo not given),104.0,-22.2,-3.0,-0.8,2.3,16.4,-17.7,-5.7,1.5
O=C(NCCCCCCNC(=O)OCCO)OCCO,109.0,-7.5,5.8,-5.3,9.8,17.4,0.3,-12.6,-8.7
CCOC(=O)c1c(NC(=O)COC(=O)c2ccccc2NC)sc(C(=O)N(C)C)c1C,101.0,-41.0,-20.5,-2.6,2.6,-12.9,6.3,28.7,1.2
Cc1ccc(NC(=O)Cn2c(CCC(=O)O)ccc2-c2cccs2)cc1Cl,100.0,-30.4,17.1,-1.3,3.6,4.8,6.4,-13.4,-1.0
CSC1=C(C#N)C(CC(C)C)C2=C(CCCC2=O)N1 (stereo not given),94.0,-7.1,0.1,-2.0,0.6,-5.0,-3.0,8.7,-4.1
CCOC(=O)C1=C(O)C(=O)N(c2ccc(S(N)(=O)=O)cc2)C1c1ccccc1 (stereo not given),98.0,-13.3,15.8,-3.9,7.9,2.8,-3.1,21.5,-2.8
Cc1cccc(C)c1NC(=O)C[n+]1cc(-c2ccccc2)n2c1CCC2,106.0,6.0,0.0,-1.2,3.7,6.7,18.8,-4.5,-0.9
Cc1ccc(C2(c3noc(CN4CCOCC4)n3)CCCC2)cc1,100.0,-22.4,2.1,-1.7,6.8,11.4,4.6,56.8,-3.6
O=C(Nc1ccc(-c2nnc(-c3ccco3)o2)cc1)C(c1ccccc1)c1ccccc1,98.0,-3.8,-3.0,-3.8,7.6,-3.1,5.5,2.5,-2.2
CCN(CC)c1cc(Cl)nc(N)n1,99.0,-2.5,5.1,-0.5,-1.1,-0.2,3.1,35.3,2.6
CCNC(=O)NC(=O)C(C)OC(=O)Cc1coc2cc3c(cc12)CCC3 (stereo not given),105.0,-15.2,-1.0,-1.4,-0.6,-9.0,-3.4,8.6,-1.2
CC(C)Cn1c(SCC#N)nc2ccccc2c1=O,106.0,4.7,2.5,-1.9,-2.5,-7.4,-8.1,-2.2,1.5
CC(C)(C)N(NC(=O)OCc1ccccc1)C(=O)c1ccccc1Cl,111.0,-5.8,0.0,-2.4,-1.4,4.3,-6.9,16.3,-2.5

# Additional structures
SMILES,MEKK3 PB1 HTS,FID counter,HCV NS3 hel inh,IMP-1 inhibitor,IDE act,p-CIP stab down,SUMO HTRF inh,PHOSPHO1 inh,VIM-2 inh
Cc1ccc(Nc2n[nH]c(C)c2[N+](=O)[O-])cc1,101.0,5.7,-8.5,-3.5,-0.7,1.4,5.9,-3.4,-0.5
COCCN1C(=O)c2ccccc2C(C(=O)NCCN(C)C)C1c1ccc(F)cc1 (stereo not given),96.0,5.8,-0.4,-1.1,5.2,-6.2,-6.8,15.9,-1.4
CCOC(=O)c1[nH]ncc1CN1CCCC(C(=O)c2cc(Cl)ccc2OC)C1 (stereo not given),74.0,1.5,-4.5,0.8,6.2,-10.5,-6.1,22.0,1.5
Cc1ccc(-n2[nH]c(C)c(C=Nc3ccc4[nH]c(=O)[nH]c4c3)c2=O)cc1C,104.0,-5.0,-10.3,0.6,-0.7,-9.2,40.9,12.2,1.1
CCCCc1nc2cc(C(=O)NCc3cn(C)nc3C)ccc2o1,102.0,-23.8,-2.0,-3.0,8.6,-15.8,5.9,14.7,-2.0
CCc1ccc(NC(=O)C(=O)N/N=C(\C)CC(=O)NCCOC)cc1,108.0,-18.0,8.5,-3.3,-1.3,-0.2,9.4,-32.1,-3.8
COc1ccc(S(=O)(=O)N2CCN(CC(=O)Nc3cccc(F)c3)CC2)cc1,.,-18.3,-4.7,-2.5,2.5,-3.4,19.1,25.7,-1.8
Cn1c(NNC(=O)c2ccccc2F)cc(=O)n(C)c1=O,96.0,-6.8,-0.8,-0.5,-1.9,-7.9,24.4,32.1,-0.4
O=C(CC1CCCC1)NCCc1cn2ccccc2n1,.,5.0,-4.9,-2.7,-1.6,-15.5,4.7,2.7,-0.5
Cc1ccnc(NS(=O)(=O)c2ccccc2)c1,101.0,-4.0,11.4,1.0,3.1,9.2,5.1,.,0.4
CC(=O)c1ccc(C(=O)N2CCc3c([nH]c4ccccc34)C2c2cccc(C)n2)s1 (stereo not given),101.0,-27.5,-13.8,-3.5,-1.8,6.2,-10.3,-0.5,-2.9
CCN(CC)C(=O)C1CCCN(c2ccc([N+](=O)[O-])cc2/C=N/NC(=O)c2ccccc2)C1 (stereo not given),114.0,-0.4,-2.3,-3.0,1.5,-23.2,16.2,-6.9,-5.7
C#CCOCCOCCOCCNc1nc(N2CCN(C(=O)C([C@@H](C)CC)n3cc(C(N)Cc4ccc(O)cc4)nn3)CC2)nc(N2CCN(C(=O)[C@H](CCC(=O)O)n3cc(C(N)Cc4ccc(O)cc4)nn3)CC2)n1 (stereo not given in full),106.0,28.2,-64.5,-3.0,2.8,-20.0,9.7,43.7,-3.6
Cc1ccc(S(=O)(=O)N/N=C\C=C\c2ccccc2)cc1,99.0,-2.2,-3.2,-3.0,0.7,0.9,8.7,10.6,-1.1
CCCc1cc(=O)oc2cc(OCC(=O)N3CCOCC3)c(Cl)cc12,101.0,-26.0,7.7,0.7,1.8,-15.0,12.1,18.8,0.7
Cc1ccc(NC(=O)Nc2cnccn2)c(C)c1,96.0,-11.9,12.0,1.0,-1.2,-1.0,-3.8,-44.5,1.9
COc1ccc(CC(=O)N2CCN(c3ccccc3F)CC2)cc1OC,106.0,-26.1,3.2,-1.2,-4.0,-1.7,-0.1,34.3,0.8
O=C(O)c1[nH]c2ccc(Br)cc2c1CCN1C(=O)c2cccc([N+](=O)[O-])c2C1=O,90.0,-7.2,15.9,-2.4,7.3,-14.7,15.9,40.9,60.6*
NS(=O)(=O)c1cccnc1Nc1c(Cl)cccc1Cl,103.0,-5.1,-11.5,-0.1,2.6,-0.1,3.5,-1.4,-6.8
Cc1ccc(NC(=O)C2CCN(C(=O)[C@@H]3Cc4ccccc4CN3)CC2)c(C)c1,100.0,4.0,-1.4,-1.2,8.2,-3.0,2.7,22.4,-1.9

# Reprinted from the results shown for reference:
SMILES,MEKK3 PB1 HTS,FID counter,HCV NS3 hel inh,IMP-1 inhibitor,IDE act,p-CIP stab down,SUMO HTRF inh,PHOSPHO1 inh,VIM-2 inh
COc1ccc(S(=O)(=O)N2CCN(CC(=O)Nc3cccc(F)c3)CC2)cc1,.,-18.3,-4.7,-2.5,2.5,-3.4,19.1,25.7,-1.8
Cn1c(NNC(=O)c2ccccc2F)cc(=O)n(C)c1=O,96.0,-6.8,-0.8,-0.5,-1.9,-7.9,24.4,32.1,-0.4
O=C(CC1CCCC1)NCCc1cn2ccccc2n1,.,5.0,-4.9,-2.7,-1.6,-15.5,4.7,2.7,-0.5
Cc1ccnc(NS(=O)(=O)c2ccccc2)c1,101.0,-4.0,11.4,1.0,3.1,9.2,5.1,.,0.4
CC(=O)c1ccc(C(=O)N2CCc3c([nH]c4ccccc34)C2c2cccc(C)n2)s1 (stereo not given),101.0,-27.5,-13.8,-3.5,-1.8,6.2,-10.3,-0.5,-2.9
CCN(CC)C(=O)C1CCCN(c2ccc([N+](=O)[O-])cc2/C=N/NC(=O)c2ccccc2)C1 (stereo not given),114.0,-0.4,-2.3,-3.0,1.5,-23.2,16.2,-6.9,-5.7
C#CCOCCOCCOCCNc1nc(N2CCN(C(=O)C([C@@H](C)CC)n3cc(C(N)Cc4ccc(O)cc4)nn3)CC2)nc(N2CCN(C(=O)[C@H](CCC(=O)O)n3cc(C(N)Cc4ccc(O)cc4)nn3)CC2)n1 (stereo not given in full),106.0,28.2,-64.5,-3.0,2.8,-20.0,9.7,43.7,-3.6
Cc1ccc(S(=O)(=O)N/N=C\C=C\c2ccccc2)cc1,99.0,-2.2,-3.2,-3.0,0.7,0.9,8.7,10.6,-1.1
CCCc1cc(=O)oc2cc(OCC(=O)N3CCOCC3)c(Cl)cc12,101.0,-26.0,7.7,0.7,1.8,-15.0,12.1,18.8,0.7
Cc1ccc(NC(=O)Nc2cnccn2)c(C)c1,96.0,-11.9,12.0,1.0,-1.2,-1.0,-3.8,-44.5,1.9
COc1ccc(CC(=O)N2CCN(c3ccccc3F)CC2)cc1OC,106.0,-26.1,3.2,-1.2,-4.0,-1.7,-0.1,34.3,0.8
O=C(O)c1[nH]c2ccc(Br)cc2c1CCN1C(=O)c2cccc([N+](=O)[O-])c2C1=O,90.0,-7.2,15.9,-2.4,7.3,-14.7,15.9,40.9,60.6*
NS(=O)(=O)c1cccnc1Nc1c(Cl)cccc1Cl,103.0,-5.1,-11.5,-0.1,2.6,-0.1,3.5,-1.4,-6.8
Cc1ccc(NC(=O)C2CCN(C(=O)[C@@H]3Cc4ccccc4CN3)CC2)c(C)c1,100.0,4.0,-1.4,-1.2,8.2,-3.0,2.7,22.4,-1.9
